Screens (PubChem BioAssay)
pCIP destab: compounds decreasing mouse p/CIP protein stability. Q05BA5. F442A p/CIP-EGFP cells, EGFP fluorescence, 16 h. decrease of EGFP signal, % at 10 µM. 290,000 compounds, 0.01% hits. AID 1984;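 active = EGFP signal decrease of at least 30% at 10 µM or well 3 SD below plate mean, unless failing retest; inactive = the rest, including hits failing retest or dose response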; note: some compounds called inactive have numbers as strong as hits; many of its hits are not listed in these tables
IDE inh: cellular human IDE inhibition | 320,000 compounds, 0.41% hits | HEK cells, FAbetaB cleavage, fluorescence polarization | inhibition, % at 5.59 µM;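 active = percent inhibition above the average of all tested compounds plus 3 SD, set per screening campaign, cut at about 16% in these data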;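 note: IDE supplied by intact live HEK cells; FP after avidin binding of uncleaved biotin substrate so inhibition keeps polarization high; 0% = DMSO wells and 100% = 60 µM reference IDE inhibitor Ii1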
CRFR2-BP antag: blocks CRF-induced signaling of the CRF-BP/CRF-R2 complex; 350,000 compounds, 0.59% hits; inhibition, % at 11.8 µM; HEK293 CRF-R2/CRF-BP, CRF-induced calcium fluorescence; AID 588475;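 active = inhibition of the ligand-induced calcium signal above about 50% at the single tested concentration, limit read from the data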
IDE cell activ: IDE (human) activation, cell-based. HEK cells, FAbeta-B cleavage, fluorescence polarization; 0% vehicle, 100% cell-free pure enzyme wells. AID 493087. activation, % at 5.96 µM. 340,000 compounds, 0.073% hits;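 active = activation above the mean of all tested compounds plus 3 SD, set per screening campaign, cut at about 17% in these data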
GalR3 antag: antagonists of human GalR3. HEK293 GalR3-CNG cAMP membrane potential fluorescence; galR3 body fused to GalR1 C-terminus. 360,000 compounds, 0.44% hits. AID 651719. O60755. inhibition, % at 3 µM;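 active = inhibition above the screen-wide average plus 3 SD, cut at about 13% in these data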;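 note: forskolin and galanin both at EC90 stimulate the cells; cAMP rise reported by CNG channel membrane potential dye signal; 0% = forskolin plus galanin with DMSO and 100% = forskolin alone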
SUMO HTRF inh: blocks human SUMOylation mediated by UBC9; inhibition, % at 35 µM; AID 2006; 290,000 compounds, 0.36% hits; HTRF SUMOylation assay, SAE1/SAE2 + UBC9, in vitro; in the data active = inhibition above about 50%, passing the limit was not always enough; note: strong numbers were not always called active
IMP-1 inh: blocks Pseudomonas aeruginosa IMP-1 metallo-beta-lactamase. purified IMP-1, nitrocefin hydrolysis, epi-absorbance fluorescence. inhibition, % at 5.6 µM. 290,000 compounds, 0.45% hits;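 active = inhibition above the mean plus 3 SD of all compounds in the same screening run, cut at about 4.5% in these data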;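 note: 0% = IMP-1 with DMSO and 100% = DMSO wells lacking enzyme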
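System: purified IMP-1 / Input: IMP-1 dispensed at 0.2 nM / Medium: 50 mM HEPES pH 7.1, 50 µM ZnSO4, 0.05% Brij 35 / Timing: 15 min enzyme–compound preincubation, then 25 min nitrocefin reaction, 25 °C / Technique: plate fluorescence quenching by hydrolysis product, ex 480/em 530 nm / Repeats: singlicate testing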
VIM-2 inh: blocks Pseudomonas aeruginosa VIM-2 metallo-beta-lactamase; purified VIM-2, nitrocefin hydrolysis, epi-absorbance fluorescence; inhibition, % at 5.6 µM; 290,000 compounds, 0.89% hits;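 active = inhibition above the mean of all tested compounds plus 3 SD, cutoff set per screening run, cut at about 7.5% in these data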;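 note: red hydrolysis product quenches plate fluorescence so inhibitors raise well fluorescence; 0% = enzyme with DMSO and 100% = DMSO without enzyme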
NS3 helicase inh: blocks Hepatitis C virus NS3 helicase unwinding. NS3 helicase DNA unwinding, Cy5 molecular beacon fluorescence. inhibition, % at 10.9 µM. 290,000 compounds, 0.56% hits;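 active = inhibition above the mean of all tested compounds plus 3 SD, set per campaign, cut at about 35% in these data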;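 note: 0% = DMSO wells and 100% = thioflavine S control wells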
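Control set: DMSO versus 110 µM thioflavine S; Material: NS3 helicase fragment of HCV; Measured by: Cy5 fluorescence at 0 and 60 min, beacon hairpin quenching; Read-out basis: percent inhibition from t60/t0 fluorescence ratio; Times: reaction time 60 min, 25 °C; Repeats: single replicate; Compound dosing: single dose, 10.9 µM nominal final, DMSO 0.8% final.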
Starred values were filed as active, the others as inactive; . = no result given.

# | mol | SUMO HTRF inh | IDE cell activ | pCIP destab | VIM-2 inh | GalR3 antag
1 | Cc1nc2ccccn2c1C(=O)NC1CCCCC1 | -6 | 5 | -11 | -0.8 | -5
2 | CC(C)OCCCNC(=O)c1ccc(NC(=O)C2CCCO2)cc1 (centres undefined) | 18 | 4 | 18 | -7.0 | -5
3 | COc1ccc(NC(=O)CSc2nnc(Cn3c(=O)sc4ccccc43)n2C)c(OC)c1 | 6 | 5 | 4 | -1.3 | 2
4 | CCN(CC)S(=O)(=O)c1ccc(N2CCOCC2)c(NS(=O)(=O)c2ccc(C(C)C)cc2)c1 | -11 | -6 | -5 | -3.9 | -1
5 | COc1ccc(-c2noc(COc3ccc4ccccc4c3Br)n2)cc1OC | 5 | 3 | -5 | -1.6 | 4
6 | CCOC(=O)c1sc(NC(=O)Nc2ccccc2F)nc1C | 7 | 2 | -4 | -4.5 | -3
7 | O=C(/C=C/c1ccco1)Oc1cccc2cccnc12 | 11 | -1 | -2 | -2.5 | -1
8 | O=C(COc1ccc(Cl)cc1Cl)Nc1ccc(CN2CCOCC2)cc1 | 12 | 5 | -6 | -3.2 | -3
9 | Cc1[nH]n2c(=O)cc(C(C)(C)C)nc2c1-c1ccccc1 | 23 | 3 | 0 | -0.2 | 2
10 | COc1ccc(-c2cccc(NS(=O)(=O)c3cc([N+](=O)[O-])ccc3C)c2)nn1 | . | 4 | . | . | -6
11 | O=C(Cn1cnc([N+](=O)[O-])n1)N/N=C/c1cccc2ccccc12 | 2 | 0 | -8 | -2.9 | -4
12 | CC(C)NC(=O)c1ccc(NC(=O)CC2SC(N3CCCCC3)=NC2=O)cc1 (centres undefined) | . | 1 | . | . | -7
13 | Cc1cccc2cc3c(NC(=O)C(C)C)nn(C)c3nc12 | 6 | -2 | 1 | -1.9 | -2
14 | COc1ccc(-c2ocnc2C(=O)N2CCN(C(c3ccccc3)c3ccccc3)CC2)cc1 | 2 | -3 | 8 | -3.0 | -5
15 | Cc1ccc(C(O)Cn2cc([N+](=O)[O-])nc2C)cc1 (centres undefined) | 30 | -2 | -6 | -2.1 | -2

# | IMP-1 inh | CRFR2-BP antag | IDE inh | NS3 helicase inh
1 | -1.2 | 1 | -1 | 10
2 | -4.2 | 19 | 0 | 8
3 | -1.4 | 7 | 0 | 0
4 | -1.9 | -20 | -2 | 17
5 | -2.1 | -6 | 2 | 13
6 | -3.9 | -22 | -1 | -11
7 | -2.3 | 0 | 0 | -2
8 | -2.6 | -10 | -3 | -16
9 | -1.3 | 12 | 4 | 26
10 | . | 6 | 4 | .
11 | -4.2 | 14 | 4 | 4
12 | . | 7 | 3 | .
13 | -2.8 | -38 | 9 | 3
14 | -3.1 | 2 | 1 | -13
15 | -1.1 | -6 | 2 | 4

Carrying on:
# | mol | SUMO HTRF inh | IDE cell activ | pCIP destab | VIM-2 inh | GalR3 antag
16 | CCN1/C(=C\c2ccc3ccccc3[n+]2CC)Sc2cc(C)ccc21 | 10 | -51 | -485 | -4.6 | 46*
17 | O=C(c1cccc([N+](=O)[O-])c1)N(c1ccccn1)c1ccccn1 | 3 | 2 | 1 | -1.6 | -11
18 | COC(=O)Cc1cc(=O)n2[nH]c(C)c(-c3ccccc3)c2n1 | 3 | 1 | -9 | -0.3 | 3
19 | CCCCNC(=O)CSc1nc2cc3c(cc2c(=O)n1CCCC(=O)NCCc1ccc(OC)c(OC)c1)OCO3 | 10 | 3 | -11 | -2.7 | -2
20 | Cc1cc(F)ccc1NCc1ccncc1 | -6 | 6 | 5 | -0.5 | 0
21 | CC(C)C(NS(=O)(=O)c1cccc2nsnc12)C(=O)NCc1ccc2c(c1)OCO2 (centres undefined) | 4 | 2 | -5 | -0.8 | 7
22 | O=C(NCCCN1CCCC1)c1ccc2c(Cl)c3c(nc2c1)CCCC3 | -25 | -1 | 2 | 2.2 | -4
23 | COc1ccc(CNC(=O)COC(=O)c2cccc(S(=O)(=O)N3CCOCC3)c2)cc1 | . | -5 | . | . | -7
24 | COc1ccccc1N1C(=O)[C@@H]2[C@H](C1=O)[C@H](C(=O)c1ccc(OC(C)=O)cc1)N1N=CC=C[C@@H]21 | 18 | . | -5 | -3.2 | 0
25 | CCC(C)(C)NC(=O)C(c1cccn1C)N(C(=O)Cn1nnc2ccccc21)c1ccc(OC)cc1 (centres undefined) | 9 | 3 | 0 | -0.9 | -2
26 | CCCN1Cc2cccc(C(=O)N3CCN(c4ccc(F)cc4)CC3)c2C1=O | 25 | 0 | -1 | -3.2 | -4
27 | COc1ccc(CNC(=O)c2noc(C)c2[N+](=O)[O-])cc1 | 19 | -1 | 9 | 0.5 | 1
28 | CC1CCCC(NC(=O)COC(=O)c2ccccc2Sc2ccccc2C#N)C1C (centres undefined) | -4 | -4 | -8 | -1.7 | 1

# | IMP-1 inh | CRFR2-BP antag | IDE inh | NS3 helicase inh
16 | -3.1 | -267 | 74* | -26
17 | -1.8 | 8 | 6 | 2
18 | -1.5 | 11 | 3 | 13
19 | -1.5 | -8 | 4 | -2
20 | -2.1 | -10 | -1 | -1
21 | -4.4 | -3 | -3 | 7
22 | -1.6 | -3 | -2 | -13
23 | . | -12 | -2 | .
24 | -2.5 | 8 | -2 | 18
25 | -1.8 | -14 | 8 | 4
26 | -1.9 | 14 | 3 | -3
27 | -0.6 | -1 | -3 | 6
28 | -1.3 | -6 | -3 | -9

Compounds shown so far with four or more nitrogen atoms:
# | mol | SUMO HTRF inh | IDE cell activ | pCIP destab | VIM-2 inh | GalR3 antag
3 | COc1ccc(NC(=O)CSc2nnc(Cn3c(=O)sc4ccccc43)n2C)c(OC)c1 | 6 | 5 | 4 | -1.3 | 2
10 | COc1ccc(-c2cccc(NS(=O)(=O)c3cc([N+](=O)[O-])ccc3C)c2)nn1 | . | 4 | . | . | -6
11 | O=C(Cn1cnc([N+](=O)[O-])n1)N/N=C/c1cccc2ccccc12 | 2 | 0 | -8 | -2.9 | -4
12 | CC(C)NC(=O)c1ccc(NC(=O)CC2SC(N3CCCCC3)=NC2=O)cc1 (centres undefined) | . | 1 | . | . | -7
13 | Cc1cccc2cc3c(NC(=O)C(C)C)nn(C)c3nc12 | 6 | -2 | 1 | -1.9 | -2
17 | O=C(c1cccc([N+](=O)[O-])c1)N(c1ccccn1)c1ccccn1 | 3 | 2 | 1 | -1.6 | -11
19 | CCCCNC(=O)CSc1nc2cc3c(cc2c(=O)n1CCCC(=O)NCCc1ccc(OC)c(OC)c1)OCO3 | 10 | 3 | -11 | -2.7 | -2
21 | CC(C)C(NS(=O)(=O)c1cccc2nsnc12)C(=O)NCc1ccc2c(c1)OCO2 (centres undefined) | 4 | 2 | -5 | -0.8 | 7
25 | CCC(C)(C)NC(=O)C(c1cccn1C)N(C(=O)Cn1nnc2ccccc21)c1ccc(OC)cc1 (centres undefined) | 9 | 3 | 0 | -0.9 | -2

# | IMP-1 inh | CRFR2-BP antag | IDE inh | NS3 helicase inh
3 | -1.4 | 7 | 0 | 0
10 | . | 6 | 4 | .
11 | -4.2 | 14 | 4 | 4
12 | . | 7 | 3 | .
13 | -2.8 | -38 | 9 | 3
17 | -1.8 | 8 | 6 | 2
19 | -1.5 | -8 | 4 | -2
21 | -4.4 | -3 | -3 | 7
25 | -1.8 | -14 | 8 | 4
